Tn7 DDE FP: disrupts Tn7 cyclic peptide binding to fibrin D-Dimer-E complex. P02675. FP displacement of FITC-Tn7 peptide from fibrin DD(E); 0% = median of compound wells per plate. inhibition, % at 8.3 µM. hit rate 0.13% among 370,000. AID 720508;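 active means inhibition above the mean of compounds falling within the control limits plus 3 SD of them, cut at about 14% in these data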;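 further: 0% = plate median of compound wells and 100% = 10 µM Aha-Tn7 peptide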
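Also added: labelled Tn7 tracer, 0.1 µM; Assay system: human fibrin DD(E) protein; Amount: 2 µM fibrin DD(E); Schedule: 10 min compound pre-incubation, 3 h probe incubation at room temperature; Repeats: one replicate per compound; Read-out basis: percent inhibition; Measured by: fluorescence polarization of the labelled Tn7 tracer.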
ADAM10 inh: inhibitors of human ADAM10 | O14672 | recombinant ADAM10, EDANS/DABCYL FRET peptide cleavage, 3 h | inhibition, % at 7 µM | hit rate 0.62% among 370,000;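 active means inhibition above a per-campaign cutoff equal to the mean of compounds falling between control-based bounds plus 3 SD, cut at about 20% in these data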;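 further: 0% = DMSO wells while the 100% control is not disclosed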
PLC-gamma1 inh: inhibitors of human phospholipase C gamma1 | P19174 | purified PLC-gamma1, fluorogenic substrate, fluorescence | inhibition, % at 12.2 µM | hit rate 0.84% among 370,000; in the data active means inhibition above about 9.5%
Target sequence (P19174 whole entry, looked up): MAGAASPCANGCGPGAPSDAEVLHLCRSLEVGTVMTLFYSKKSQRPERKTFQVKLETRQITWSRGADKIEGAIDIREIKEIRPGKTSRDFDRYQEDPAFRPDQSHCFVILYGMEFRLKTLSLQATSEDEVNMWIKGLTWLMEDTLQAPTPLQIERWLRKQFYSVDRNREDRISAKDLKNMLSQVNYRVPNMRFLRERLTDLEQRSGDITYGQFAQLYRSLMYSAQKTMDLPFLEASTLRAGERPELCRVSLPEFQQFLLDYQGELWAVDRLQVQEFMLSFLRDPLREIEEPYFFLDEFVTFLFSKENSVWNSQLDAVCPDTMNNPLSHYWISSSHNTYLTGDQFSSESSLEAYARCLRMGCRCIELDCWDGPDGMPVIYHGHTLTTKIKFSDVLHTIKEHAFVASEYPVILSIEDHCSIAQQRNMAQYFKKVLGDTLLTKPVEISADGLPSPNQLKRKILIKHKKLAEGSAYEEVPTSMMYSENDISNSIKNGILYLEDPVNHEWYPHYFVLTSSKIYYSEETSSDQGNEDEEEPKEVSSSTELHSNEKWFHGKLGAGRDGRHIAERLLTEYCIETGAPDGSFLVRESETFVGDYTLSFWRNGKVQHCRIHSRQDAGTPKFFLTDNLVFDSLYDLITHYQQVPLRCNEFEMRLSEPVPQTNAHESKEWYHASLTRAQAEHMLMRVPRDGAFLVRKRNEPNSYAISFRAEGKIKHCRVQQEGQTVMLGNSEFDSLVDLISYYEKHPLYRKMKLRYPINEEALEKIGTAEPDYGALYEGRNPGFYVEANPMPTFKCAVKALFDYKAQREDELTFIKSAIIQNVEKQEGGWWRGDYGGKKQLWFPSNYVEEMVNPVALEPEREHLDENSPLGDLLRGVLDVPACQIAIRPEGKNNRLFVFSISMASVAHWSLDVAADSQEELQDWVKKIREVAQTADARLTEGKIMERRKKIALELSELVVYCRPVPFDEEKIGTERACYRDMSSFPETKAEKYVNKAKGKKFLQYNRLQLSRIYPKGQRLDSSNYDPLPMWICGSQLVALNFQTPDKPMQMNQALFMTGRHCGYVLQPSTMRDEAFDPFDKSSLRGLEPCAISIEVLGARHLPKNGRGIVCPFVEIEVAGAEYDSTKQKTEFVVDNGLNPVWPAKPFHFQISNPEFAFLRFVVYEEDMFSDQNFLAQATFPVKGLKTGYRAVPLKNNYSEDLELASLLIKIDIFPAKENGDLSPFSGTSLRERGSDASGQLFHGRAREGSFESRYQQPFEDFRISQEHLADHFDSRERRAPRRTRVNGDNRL
KLK7 zymogen act: proKLK7 (human) activation, primary screen; purified proKLK7, EDANS-DABCYL substrate fluorescence; 100% is mature enzyme control, 0% vehicle; activation, % at 7 µM; hit rate 0.9% among 370,000;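 active means activation above the mean of all tested compounds plus 3 SD, computed per campaign excluding outliers beyond control limits, cut at about 13% in these data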
ARFGAP1 inh: inhibits rat ARF GTPase activating protein 1; Q62848; Arfgap1-stimulated ARF1 GTP hydrolysis, GDP FP detection; hit rate 0.26% among 360,000; AID 651572; inhibition, % at 16.5 µM;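 active means inhibition above a per-plate limit, mean inhibition of low control wells plus 3 SD, cut at about 25% in these data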;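 further: 0% = DMSO wells with enzyme and 100% = wells lacking Arfgap1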
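Material: rat Arfgap1 GAP domain (His6, aa 1-136), purified enzyme. Also added: human ARF1(Δ1-17)-GTP substrate. Compound dosing: 16.5 µM single point, 1.26% DMSO. Timing: enzyme reaction 120 min at 25 °C after 20 min preincubation. Signal: GDP detection by fluorescence polarization. Read-out basis: percent inhibition of GAP-stimulated GDP formation, scaled between DMSO and no-Arfgap1 medians.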
ASAP1 inh: inhibitors of human ASAP1 ArfGAP activity. Q9ULH1. inhibition, % at 16.5 µM. ASAP1-stimulated ARF1 GTP hydrolysis, GDP FP detection. hit rate 0.19% among 360,000; in the data active means inhibition above about 25%;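 further: 0% = vehicle with enzyme and substrate and 100% = no enzyme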
ADAM17 inh: inhibits human ADAM17; P78536; AID 720648; inhibition, % at 6.95 µM; hit rate 0.83% among 370,000; recombinant ADAM17, EDANS/DABCYL FRET peptide cleavage;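 active means inhibition above the mean of compounds lying between control limits plus 3 SD, set per campaign, cut at about 8.5% in these data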;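 further: 0% = DMSO-only wells as the low control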
Tn6 DDE FP: disrupts Tn6 cyclic peptide binding to fibrin D-Dimer-E complex | P02675 | hit rate 0.21% among 370,000 | inhibition, % at 8.3 µM | Fibrin DD(E) TRITC-Tn6 fluorescence polarization displacement | AID 720509;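 active means inhibition above a per-campaign cutoff: mean of compounds within control limits plus 3 SD, cut at about 15% in these data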;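 further: 0% = median of all compound wells on the plate and 100% = blocking peptide control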
LEDGF integ inh: blocks HIV-1 LEDGF/p75-dependent DNA integration; TR-FRET IN-LEDGF/p75 DNA integration, Eu/Cy5; inhibition, % at 3.7 µM; hit rate 0.64% among 370,000;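 active means inhibition above the screen-wide mean plus 3 SD, cut at about 13% in these data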;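 further: signal is the Cy5 over europium emission ratio at 671 and 618 nm; 0% = plate median of compound wells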
TDP2 inh: blocks human TDP2 phosphodiesterase activity; inhibition, % at 12.8 µM; recombinant TDP2, T5PNP hydrolysis, p-nitrophenol absorbance 415 nm; hit rate 0.34% among 370,000; AID 720702;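 active means inhibition above the mean of all tested compounds plus 3 SD, set per campaign, cut at about 25% in these data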;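 further: 0% = DMSO with enzyme and 100% = buffer with substrate but no TDP2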
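Test system: Human TDP2 enzyme | Reagent: 5 mM T5PNP | Compound dosing: 12.8 µM single point, 1% DMSO | Incubation: Enzyme reaction with compound for 2 h at 37 °C | Technique: p-Nitrophenol epi absorbance | Read-out: % inhibition relative to enzyme-containing and enzyme-free wells | Benchmarks: High control without enzyme, low control DMSO plus TDP2 | Replicates: Singlicate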
The depositor's hits bear a star; nt = no result given.

| Tn7 DDE FP | ADAM10 inh | PLC-gamma1 inh | KLK7 zymogen act | ARFGAP1 inh | ASAP1 inh | ADAM17 inh | Tn6 DDE FP | LEDGF integ inh | TDP2 inh | structure |
| --- | --- | --- | --- | --- | --- | --- | --- | --- | --- | --- |
| -3.4 | 5.8 | -0.1 | 0.6 | -3.3 | -3.0 | -2.6 | -1.1 | 0.0 | 9.4 | COc1ccc(S(=O)(=O)N2CCCCC2)cc1 |
| 1.3 | -6.2 | -0.8 | 0.7 | 2.2 | -8.6 | -0.8 | -5.2 | 1.1 | 7.6 | O=C(NCCCn1ccnc1)c1ccc(-c2cccc(C(F)(F)F)c2)o1 |
| 4.2 | 9.7 | 1.3 | -0.7 | -0.5 | 4.4 | 3.1 | -5.0 | 1.7 | 8.3 | CN1CCN(C(=O)/C(=C/c2cccs2)NC(=O)c2ccco2)CC1 |
| 4.3 | -2.0 | -2.1 | -0.4 | 9.5 | -1.1 | -2.5 | 4.8 | -1.7 | 1.3 | CCCCCCCCN1C(=O)[C@H](CC(=O)NCc2cccc(C(F)(F)F)c2)C[C@@]2(C(=O)OC)CC(C)(C)CC=C12 |
| 2.8 | 4.4 | -1.9 | 0.0 | 14.2 | 10.5 | -4.1 | 0.7 | -1.3 | -0.5 | O=C1CC(SC(=Nc2ccccc2)Nc2ccccc2)C(=O)N1c1ccc(Cl)c(Cl)c1 (configuration not stated) |
| 6.3 | 0.2 | 1.9 | -0.3 | 8.1 | -3.9 | -2.8 | -3.9 | 0.0 | 8.2 | COc1ccc(Cl)cc1C(=O)Nc1ccc(N(C)C(C)=O)cc1 |
| 2.0 | -4.3 | -2.6 | -0.1 | -10.0 | 23.4 | -4.3 | 3.8 | -1.7 | 2.0 | CCOC(=O)c1ccc(NC(=O)c2ccco2)cc1 |
| 7.1 | 8.5 | 2.1 | -0.1 | 0.4 | -2.6 | -1.2 | 6.2 | 1.5 | 5.6 | Cc1cc(N2CCN(c3ccc(F)cc3)CC2)n2ncnc2n1 |
| 2.0 | 4.2 | 0.2 | 0.6 | -3.6 | -5.1 | 0.8 | -0.3 | 1.3 | -4.8 | CC(C)(C)Cc1cc(N)on1 |
| -5.7 | 2.7 | -1.3 | -0.4 | 2.1 | 3.9 | -4.0 | -1.6 | -4.2 | 4.4 | COC(=O)C1=C(C)N(C)C(=S)N(C)C1c1cccc(Br)c1 (configuration not stated) |
| 8.6 | -11.2 | 0.3 | -0.2 | -5.3 | 3.4 | -3.8 | -2.3 | -0.5 | -0.2 | Cc1cc(=O)n2nc(N3CCCC3C(=O)NCCCN3CCCCC3)sc2n1 (configuration not stated) |
| -1.2 | 0.4 | -23.1 | -0.5 | 9.1 | -8.0 | 0.5 | 1.1 | 0.5 | -1.8 | COC(=O)c1sc(N2C(=O)C(O)=C(C(=O)c3ccc(C)o3)C2c2cc(OC)ccc2OC)nc1C (configuration not stated) |
| 3.8 | -3.3 | -0.9 | -0.3 | 1.6 | -2.0 | -4.5 | -1.1 | -5.3 | -3.8 | OC(COc1ccc(CN2CCCCO2)cc1)CN1CCCCC1 (configuration not stated) |
| 0.9 | -3.1 | -1.2 | -0.2 | 1.0 | 0.3 | -4.5 | 6.9 | 0.8 | -0.1 | Brc1cccc(-c2nc3ccc(Br)cn3c2Cc2ccsc2)c1 |
| -10.3 | -2.9 | -2.8 | -0.3 | -10.6 | -6.7 | 1.9 | 4.0 | 2.7 | -5.5 | Cc1ccc(C(=O)NCCCc2ccccc2)c(C)c1 |
| 0.8 | -1.4 | -0.3 | -0.4 | 0.9 | -11.7 | -4.2 | 1.1 | -0.4 | -3.0 | NC(=O)CN1C(=O)C2C3c4ccccc4C(c4ccccc43)C2C1=O (configuration not stated) |
| 0.4 | -59.8 | -175.6 | -1.4 | nt | nt | -13.8 | -0.8 | -0.2 | -2.8 | Cc1cccc(-c2cccc3c4c([nH]c23)[C@@H]2C[C@H](N(C)C(=O)OCc3ccccc3)[C@H]([C@H](C)O)CN2CC4)c1 |
| 8.5 | -26.1 | -19.6 | -0.3 | -2.9 | 2.8 | -9.0 | -0.3 | -0.5 | -3.0 | CCOC(=O)C1CCN(S(=O)(=O)c2ccc(-c3nc4ccccc4s3)s2)CC1 |
| 9.6 | -3.1 | 1.7 | -0.7 | -3.0 | -4.3 | -5.8 | -2.5 | -1.8 | -12.5 | COCCn1c(Cc2ccccc2)nnc1SCC(=O)NC1CC1 |
| -0.5 | -1.0 | 5.2 | -0.7 | 10.2 | -6.1 | 2.0 | 4.7 | 1.3 | -9.6 | CCc1ccc(NC(=O)CNCc2ccc(OC)c(OC)c2)cc1 |
| -9.1 | 5.7 | -1.5 | -0.2 | -3.9 | 2.8 | -1.9 | -1.0 | -0.8 | 6.9 | O=C(Nc1ccc(OC(F)F)cc1)c1ccccn1 |
| -0.4 | -0.9 | 0.7 | 0.7 | -3.8 | 12.8 | 0.4 | 2.9 | 0.4 | 9.1 | CC(C)(C)OC(=O)C[C@@H]1C/C=C\C[C@@H](CC(=O)N(CCO)Cc2ccccc2)C(=O)NCCOC1=O |
| 2.6 | 7.0 | 0.5 | -1.4 | -8.8 | -12.2 | -2.4 | 15.3* | -2.3 | -4.8 | CCOC(=O)C(=CNc1ccc(C)cc1C)C(=O)OCC |
| 0.1 | -4.3 | -2.4 | 0.2 | 6.5 | 3.6 | -3.7 | -2.4 | 0.9 | -2.9 | COc1ccc(Nc2nc(CC(C)=O)ns2)cc1 |
| -2.1 | -7.9 | -1.4 | 0.3 | 11.3 | 4.5 | -4.9 | 0.1 | 0.1 | 4.1 | O=C(CC1(O)C(=O)N(CCc2ccccc2)c2ccccc21)c1ccco1 (configuration not stated) |
| -4.0 | -2.2 | 0.6 | 0.8 | 7.5 | -14.2 | 0.2 | -0.3 | 0.6 | -7.6 | COc1ccc(Cn2c(=O)[nH]c3cc(C(=O)NC4CCN(Cc5ccccc5)CC4)ccc32)cc1 |
| 3.2 | -9.8 | -56.7 | 1.1 | -7.2 | -8.6 | -4.4 | 0.8 | -2.6 | -9.1 | CCOc1cccc(C2C(C(=O)c3ccco3)=C(O)C(=O)N2c2nnc(C)s2)c1 (configuration not stated) |
| 6.5 | -5.2 | -8.5 | 0.1 | 8.9 | 1.3 | -0.3 | 1.8 | 1.4 | -0.7 | COC(=O)CCCC1=CC2=C(c3ccccc3)C(=O)C(C)(OC(=O)C3CCCC3)C(=O)C2=CN1CCc1c[nH]c2ccccc12 (configuration not stated) |
| 1.1 | 2.7 | 3.7 | -0.4 | 0.8 | -3.1 | -1.1 | -7.2 | 1.0 | 3.1 | COCCNC(=S)NN=C1CCCCCC1 |
| -6.9 | 0.2 | 1.7 | 0.2 | 10.8 | -2.8 | 0.0 | 4.3 | -0.6 | 0.5 | COC(=O)c1ccc2nccnc2c1 |
| 6.9 | -5.2 | 0.2 | -0.2 | -0.6 | 7.8 | -5.8 | 1.1 | -3.6 | 5.2 | CC(C)(C)c1ccc(SCC(N)=O)cc1 |
| 0.7 | 1.5 | 2.2 | 0.6 | -10.4 | -11.3 | -2.8 | -2.3 | 4.5 | -3.2 | CCCCCCCCCCCCCCCC(O)C[N+](C)(C)CCO (configuration not stated) |
| 2.3 | -10.0 | 0.4 | 0.2 | 2.9 | -4.2 | -2.1 | -0.1 | 0.4 | 6.5 | CCCOc1ccc(C(=O)Nc2ccc(S(=O)(=O)Nc3onc(C)c3C)cc2)cc1 |
| 4.4 | -3.9 | -0.4 | 0.3 | 6.5 | 3.6 | -0.1 | 3.8 | -1.4 | -3.3 | CCOc1cc(-c2nc(-c3ccc(C)nc3OCC)no2)cc(OCC)c1OCC |
| 4.7 | -6.8 | 0.1 | -0.8 | 1.4 | 2.5 | 1.1 | -1.0 | -2.8 | 10.0 | CCN(CC)S(=O)(=O)c1cc(C(=O)Nc2cc(Cl)ccc2N2CCN(C)CC2)ccc1Cl |
| -6.6 | -5.4 | 2.3 | 0.5 | nt | nt | -2.9 | -6.0 | -0.8 | 0.2 | C[C@@H]1COc2cc(Br)ccc2S(=O)(=O)N1Cc1cn(Cc2ccc(Br)cc2)nn1 |
| -1.6 | 17.0 | 0.5 | -0.6 | -0.5 | 1.5 | 7.7 | -4.4 | -1.4 | -21.1 | CCCCNC(=O)c1onc(CSc2ccc(F)c(F)c2)c1C(=O)NCCCC |
| -4.6 | 0.6 | 0.7 | -0.5 | -8.9 | -1.9 | -2.8 | -3.8 | -2.8 | 1.8 | COc1ccc(-c2cn3ccsc3n2)cc1 |
| -4.6 | -7.5 | 2.0 | -0.4 | 1.9 | -3.5 | 4.1 | 1.0 | 1.6 | -5.2 | Cc1ccc(S(=O)(=O)c2cc3ccccc3oc2=Nc2ccc3c(c2)OCCO3)cc1 |
| -11.4 | -7.7 | 1.5 | -0.1 | 1.8 | -4.9 | 7.2 | -3.6 | 1.3 | 1.6 | O=C(O)CCC(=O)N1CCc2cc(S(=O)(=O)N3CCC(Cc4ccccc4)CC3)ccc21 |
| -1.9 | 8.2 | 5.2 | -0.2 | -3.9 | -7.9 | 3.4 | 0.4 | 0.2 | -9.6 | Cc1cc(Br)ccc1NC(=O)CCN1C(=O)c2ccncc2C1=O |
| 0.9 | 10.5 | -0.1 | -2.0 | -1.1 | -6.4 | 1.1 | -5.7 | 0.1 | 10.7 | CC(C)COc1ccc(-c2nn(-c3ccccc3)cc2C(=O)Nc2nccs2)cc1 |
| 9.2 | -18.4 | -15.5 | -0.6 | nt | nt | -7.2 | -0.8 | -2.2 | 0.7 | CCCCOc1ccc(C(=O)n2ccc3ccc(-c4ccc5ccn(Cc6cccc(C(=O)OC)c6)c5c4)cc32)cc1 |
| 0.7 | -4.8 | 1.3 | 0.3 | -2.1 | -0.3 | -4.7 | 4.0 | -1.6 | 3.6 | O=C(COC(=O)COc1ccccc1)Nc1ccc(Br)cc1Br |
| 0.2 | 4.6 | 2.8 | -0.3 | 2.5 | -9.4 | 2.5 | -6.0 | 6.5 | -4.6 | COC(=O)c1ccc(NC(=O)CN2C(=O)C3C4C=CC(C4)C3C2=O)cc1 (configuration not stated) |
| -6.6 | 5.6 | 4.0 | 0.1 | -6.2 | -2.2 | 0.2 | 13.0 | 0.8 | 6.0 | CC(C)NC(=S)NC(=O)/C=C/c1ccc(F)cc1 |
| 3.4 | -5.8 | -25.9 | -0.6 | 0.7 | 1.4 | -0.4 | -1.1 | 4.1 | -3.9 | COc1ccc(C(=O)/C=C(\C)Nc2ccc3c(c2)OCO3)cc1 |
